Source: PubChem BioAssay (several laboratories)
LYP inhibition – PTPN22 lymphoid phosphatase activity blockers – biochemical, fluorescence intensity, uHTS (AID 1779). 0.054% of 290,000 active. one-dose inhibition, % at 11.5 µM; IC50 in µM for titrated hits. recombinant LYP phosphatase, fluorescence intensity; higher % means a stronger effect;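 note: plate controls were vehicle with enzyme for no effect and no enzyme for full effect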
CSM14.1 death rescue – protection against thapsigargin-triggered cell killing – 384-well, CSM14.1, ATP luminescence, primary screen (AID 1222). CSM14.1 thapsigargin-induced death rescue, ATP luminescence; higher % means a stronger effect. cellular ATP content (survival), % at 20 µM, or EC50 in µM where a hit was titrated. 190,000 tested, under 10 active;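 active = EC50 below 50 µM in the dose-response confirmation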;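 note: death triggered by thapsigargin at about 15 µM added after 2 h compound pretreatment; cell ATP read after overnight thapsigargin exposure of roughly 18 to 22 hours; normalized against plate controls of thapsigargin alone and 5% DMSO vehicle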
Hep lipid drop – modulators of hepatic lipid droplet formation; 0.4% of 240,000 active; inhibition, % at 6.5 µM; AML12 mouse hepatocytes, oleate lipid droplets, BODIPY imaging;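 active = lipid droplet intensity inhibited by at least 50%, with more than 500 cells counted; inconclusive = wells with under 300 cells, treated as cytotoxic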
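Assay system: AML12 mouse liver cells | Compound dosing: One dose, 6.5 µM compound | Read-out basis: Droplet intensity reduction, % inhibition | Measured by: Fluorescence imaging, 20x objective, two fields per well | Schedule: Overnight treatment with compound plus oleate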
AID2073 – inhibitors of Mint1-CaV2.2 protein interaction, biochemical, HTRF (AID 2073); HTRF protein-protein interaction, Mint1-CaV2.2; higher % means a stronger effect; 0.19% of 290,000 active; one-dose inhibition, % at 20 µM; IC50 in µM for titrated hits; in the data active = inhibition mostly above about 51%, no sharp cut-off; inconclusive = no clear call, values can overlap the other calls; inactive = mostly below about 53%; note: some results filed as inactive read as strong as hits
Siah-1 displacement – Siah-1 peptide-binding antagonists, primary screen, biochemical, fluorescence polarization, rhodamine-plectin, uHTS (AID 1817). Siah-1 / rhodamine-plectin peptide fluorescence polarization; higher % means a stronger effect. one-dose displacement, % at 20 µM; IC50 in µM for titrated hits. 0.02% of 290,000 active;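 active = displacement of at least 50% at 20 µM, with a fluorescence ratio check between 0.3 and a set limit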;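 note: plate controls were Siah plus tracer with DMSO for no effect and tracer alone without Siah for full effect; strong numbers were not always called active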
XIAP antagonists – small molecules displacing peptide from XIAP – biochemical, IAP family, fluorescence polarization (AID 1018) | one-dose displacement, % at 20 µM; IC50 in µM for titrated hits | XIAP BIR domain, fluorescence polarization peptide displacement; higher % means a stronger effect | 0.007% of 200,000 active; in the data active = displacement above about 50%; note: a part of the inactive calls stands beside numbers as strong as those of hits
M17LAP inhibition – P. falciparum M17LAP inhibitors, primary screen, biochemical, fluorogenic H-Leu-NHMec substrate, 1536-well (AID 1619); recombinant M17LAP, H-Leu-NHMec fluorogenic kinetic assay; higher % means a stronger effect; 0.38% of 220,000 active; inhibition, % at 30 µM, or IC50 in µM where a hit was titrated;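 active = compound inhibiting the enzyme by more than half at any dose during confirmatory dose-response retesting; inconclusive = strong single-dose inhibitors picked by rank but not retested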;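 note: plate controls were full reaction with DMSO carrier for no effect and no enzyme background for full effect; strong numbers were not always called active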
P. falciparum M1AAP – P. falciparum M1AAP inhibitors, biochemical, fluorogenic H-Leu-NHMec substrate, 1536-well (AID 1445); recombinant M1AAP, H-Leu-NHMec fluorogenic kinetic assay; higher % means a stronger effect; inhibition, % at 30 µM, or IC50 in µM where a hit was titrated; 0.42% of 220,000 active;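 active = primary inhibition above the hit cutoff, then over 50% inhibition at one or more dose response concentrations, cut at about 23% in these data, passing the limit was not always enough; inconclusive = conflicting primary data, or primary hits not chosen for dose response; inactive = low primary inhibition, or under 50% at every dose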;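 note: plate controls were DMSO full reaction for no effect and no enzyme background for full effect; strong numbers were not always called active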
HEK293 NOD2/NF-kB – inhibition of NOD2-driven NF-kB reporter – cell-based, luminescence, uHTS, HEK293 (AID 1566); 0.63% of 290,000 active; one-dose inhibition, % at 4 µM; EC50 in µM for titrated hits; HEK293 NOD2/NF-kB luciferase reporter, luminescence; higher % means a stronger effect; note: many of its hits are not listed in these tables
Hep lipid drop cells 6.5 µM – further read-out of Hep lipid drop, marked with its call; cell count; measured here: cell count, cytotoxicity flag;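 cells counted across two imaged fields per well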
Starred values were filed as active, the others as inactive; ? = inconclusive; . = not tested or not shown. Cut-off read from the data, not from the text of the source, unless noted: active = inhibition above about 50%; inactive = the rest. This is a subset, so the mix of outcomes need not match the whole.

SMILES	LYP inhibition	CSM14.1 death rescue	Hep lipid drop	Hep lipid drop cells 6.5 µM	AID2073	Siah-1 displacement	XIAP antagonists	M17LAP inhibition	P. falciparum M1AAP	HEK293 NOD2/NF-kB
Cc1ccc(C)c(S(=O)(=O)N2CCCOC2CNC(=O)C(=O)NC2CC2)c1 (stereo unspecified)	-9%	.	7	546	4%	-4%	.	.	.	-6%
COc1ccc(CN2CCN(CCCc3ccccc3)CC2)c(OC)c1	-8%	1.0%	-13	729	-17%	-1%	-6.6%	1%	-5%	-9%
Cc1cc(NC(=O)CSc2ccc3nnc(-c4cccnc4)n3n2)no1	-7%	2.3%	.	.	10%	-6%	-2.3%	3%	6%	-3%
NS(=O)(=O)c1ccc(CCNC(=O)C2CCCN2C(=O)OCc2ccccc2)cc1 (stereo unspecified)	-6%	-0.4%	.	.	10%	-3%	-5.0%	3%	7%	-3%
CC(C)=CCC/C(C)=C/C(N)=O	-5%	.	12	696	-1%	7%	.	-10%	0%	6%
Fc1ccc2nc(Nc3ccccc3)sc2c1	6%	-1.6%	-1	660	-6%	-10%	1.1%	7%	1%	-83%
O=C(CCc1ccccc1)Nc1cccnc1	-5%	.	.	.	7%	11%	.	.	.	-22%
CCC(Oc1ccc2c(c1)C(=O)CC(C)(C)O2)C(=O)NCCN1CCCCCC1 (stereo unspecified)	-7%	-0.8%	-1	583	7%	-6%	-3.1%	-232%	4%	-2%
O=C(NCCN1CCCCC1)c1cc(OCC(F)(F)F)ccc1OCC(F)(F)F	3%	-0.2%	.	.	1%	-1%	-6.0%	-3%	3%	-5%
Cc1ccc2c(c1)C1CC(C)(O2)N(c2cccc(C(=O)N3CCN(c4ccccn4)CC3)c2)C(=O)N1 (stereo unspecified)	-12%	.	-9	688	-8%	-1%	.	.	.	28%
O=C(CNc1n[nH]c(=O)[nH]c1=O)N/N=C/c1cccnc1	-2%	-2.3%	0	609	2%	6%	-6.9%	6%	6%	7%
N#Cc1ccc2ccn(CC(=O)NC3CCCCCC3)c2c1	-17%	0.0%	-8	771	11%	9%	-2.7%	-6%	-2%	-10%
Cc1ccc(S(=O)(=O)NCC(=O)OCc2nnc(-c3ccccc3)o2)cc1	-8%	.	?	.	-3%	1%	.	.	.	11%
COCCN1C=C(C(=O)OC)C(c2ccc(OC)c(OC)c2)C(C(=O)OC)=C1	0%	0.9%	.	.	9%	-1%	-6.4%	-30%	-2%	13%
O=C(CCc1nc2ccccc2[nH]1)Nc1ccc(F)cc1	-1%	-1.9%	16	737	-3%	5%	-0.6%	2%	2%	7%
CCN(CC)CCCNc1nc(N)c([N+](=O)[O-])c(NCCO)n1	1%	.	6	788	13%	0%	.	22%	8%	6%
CCOc1cc(C2C(C#N)=C(N)Oc3n[nH]c(-c4ccncc4)c32)cc([N+](=O)[O-])c1O (stereo unspecified)	-7%	-1.6%	6	679	31%	-4%	-11%	28%	16%	4%
COc1ccc(OC)c(S(=O)(=O)Nc2cccc(-c3ccc4nncn4n3)c2)c1	-3%	-0.2%	0	681	3%	-1%	-1.8%	4%	3%	2%
CCN(CC)C(=O)c1ccc(C)c(Br)c1	3%	-2.1%	-2	666	36%	8%	-8.6%	-5%	2%	-8%
O=C(CCC(=O)N1CCOc2ccccc21)Nc1cc(F)ccc1F	2%	.	3	790	15%	2%	.	.	.	-9%
Cc1cccc(CSc2nc3c(c(=O)[nH]2)CCC3)c1	-8%	4.2%	0	655	-5%	4%	-6.6%	-1%	-1%	13%
Cc1cccc(CSc2nc3c(c(-c4cccs4)c2C#N)CN(C)CC3)c1	-1%	-1.0%	30	621	11%	-6%	-2.1%	-3%	3%	28%
O=C(c1cc(C2CC2)on1)N1CCN(c2ccccc2)CC1	-12%	0.1%	.	.	-2%	-5%	-3.7%	3%	1%	14%
COc1ccc2nc(SCC(=O)NCc3ccc(S(N)(=O)=O)cc3)[nH]c2c1	-6%	.	-22	758	5%	6%	.	.	.	19%
COc1ccc(OCC(=O)N/N=C2\CCCc3ccccc32)cc1	7%	-1.1%	0	664	5%	18%	3.6%	15%	2%	-11%
N#Cc1nc(COc2ccc(Br)cc2)oc1N1CCCC1	3%	-0.3%	-46	781	-2%	4%	-2.2%	2%	5%	0%
O=c1c2[nH]c3ccccc3c2ncn1C1CCCCC1	-8%	.	.	.	3%	-4%	-1.7%	3%	-5%	-53%
Cc1cccc(NC(=S)N/N=C/c2cccn2Cc2ccc(F)cc2)c1	6%	-1.8%	-15	659	36%	-4%	-3.5%	13%	10%	-10%
Cc1ccc(S(=O)(=O)NC2=NCCCCC2)cc1	-1%	-2.9%	-11	676	4%	-4%	0.8%	3%	-7%	6%
Cc1ccc(CN2CCN(/N=C/c3ccc(C(F)(F)F)cc3)CC2)cc1	-2%	-0.1%	9	633	-14%	7%	-5.8%	-20%	5%	22%
Cc1ccc(OCC(=O)NCCN2CCOCC2)cc1C	-8%	-0.5%	.	.	24%	0%	-4.4%	5%	-3%	-9%
O=C(Oc1cc(=O)oc2ccccc12)c1cccnc1Cl	-4%	-0.9%	8	743	3%	-4%	-71%	13%	7%	-6%
CCCOc1ccc(/C=N/NC(=O)CN2CCCCC2)cc1	-12%	.	-2	837	2%	-5%	.	.	.	9%
Cc1ccccc1N/C(=N/S(=O)(=O)c1ccccc1)c1ccc(F)cc1	-6%	.	54*	662*	2%	-1%	.	4%	10%	14%
N#CCSc1nnc(Nc2ccccc2)s1	-6%	0.7%	-8	730	7%	-1%	-16%	17%	-5%	12%
CC(C)=CCN1CCN(Cc2coc3ccc(C)cc3c2=O)CC1CCO (stereo unspecified)	-5%	.	-16	817	3%	0%	.	.	.	-4%
Nc1cc(=O)[nH]c(SCC(=O)N2CCc3ccccc3C2)n1	-6%	0.8%	4	760	7%	1%	-4.7%	10%	7%	16%
Cn1c(=O)c2[nH]c(CNCc3ccccc3Cl)nc2n(C)c1=O	-2%	.	-9	305	-9%	5%	-7.2%	7%	3%	12%
NC(=O)c1ccc(-n2nnnc2SCc2ccccc2)cc1	-4%	-1.1%	2	807	8%	0%	-3.9%	4%	0%	-18%
CS(=O)(=O)c1ccc2nc(NC(=O)c3ccccc3Br)sc2c1	-6%	.	5	818	8%	-3%	.	.	.	-48%
O=C1CCC(=O)N1c1cccc(-c2nc3ccccc3o2)c1	-4%	-0.8%	.	.	-3%	3%	-3.0%	3%	14%	14%
CCOC(=O)N1CCN(C(=O)COc2cc(=O)n(CC)c3ccccc23)CC1	-6%	-0.3%	.	.	-6%	4%	-3.4%	0%	3%	-10%
CC(C)[C@H](NC(=O)[C@@H]1Cc2ccccc2CN1C(=O)OC(C)(C)C)C(=O)NCC1CCC(C(=O)O)CC1 (stereo partly specified)	-6%	.	5	687	-5%	3%	.	-1%	4%	11%
CCS(=O)(=O)c1ccc2oc(Nc3ccc(C(C)(C)C)cc3)nc2c1	5%	0.1%	10	699	13%	27%	-3.4%	0%	0%	12%
COc1ccc(OCC(=O)Nc2ccc(N3CCN(Cc4ccccc4F)CC3)cc2)cc1	-8%	.	8	821	28%	11%	.	.	.	-30%
CC1CCCC(NC(=O)Cn2cc3c(n2)CCCCC3)C1C (stereo unspecified)	-2%	-0.2%	.	.	5%	-2%	-2.6%	-2%	-3%	11%
COc1cc2c(cc1OC)C(COc1ccc([N+](=O)[O-])cc1)NCC2 (stereo unspecified)	-11%	.	-6	745	5%	-3%	.	.	.	9%
Cc1ccc(-n2c(O)c(C=NCc3ccccn3)c3ccccc3c2=O)cc1	-8%	1.5%	6	659	4%	5%	-0.5%	-2%	0%	-5%

Part of the list above, showing only Hep lipid drop cells 6.5 µM, LYP inhibition and M17LAP inhibition:
SMILES | Hep lipid drop cells 6.5 µM | LYP inhibition | M17LAP inhibition
Cn1c(=O)c2[nH]c(CNCc3ccccc3Cl)nc2n(C)c1=O | 305 | -2% | 7%
CC(C)[C@H](NC(=O)[C@@H]1Cc2ccccc2CN1C(=O)OC(C)(C)C)C(=O)NCC1CCC(C(=O)O)CC1 (stereo partly specified) | 687 | -6% | -1%

Next section.
SMILES	LYP inhibition	CSM14.1 death rescue	Hep lipid drop	Hep lipid drop cells 6.5 µM	AID2073	Siah-1 displacement	XIAP antagonists	M17LAP inhibition	P. falciparum M1AAP	HEK293 NOD2/NF-kB
CC(=O)Nc1ccc(C(=O)Nc2nc(-c3ccccn3)cs2)cc1	-4%	-1.4%	-6	691	42%	-16%	-8.7%	3%	-14%	0%
COc1cc(C(=O)Nc2cc3c(cc2N2CCCCC2)n(C)c(=O)n3C)cc(OC)c1OC	3%	.	-36	657	11%	0%	.	.	.	10%
COc1ccc(CN2CCCN(S(=O)(=O)c3ccc(Br)cc3)CC2)cc1	-4%	.	.	.	-4%	-3%	.	.	.	-11%
S=C(Nc1ccc(Cl)c(Cl)c1)NC1CCN(Cc2ccccc2)CC1	-5%	-0.3%	-14	747	-41%	2%	-7.1%	19%	3%	5%
NC(N)=Nc1cc2ccccc2c2ccccc12	-4%	.	0	792	7%	1%	.	4%	-5%	9%
O=C1CCCC2=C1C(c1ccccc1)NC(=S)N2 (stereo unspecified)	-2%	-1.2%	1	686	13%	0%	-4.8%	3%	3%	-17%
CCC(=O)Nc1nc(=S)ss1	0%	0.1%	-15	826	9%	-5%	-4.8%	-2%	7%	-1%
CSc1ncccc1C(=O)OCc1ccc([N+](=O)[O-])cc1	2%	.	2	686	11%	-1%	-3.5%	-4%	4%	7%
CCCNC(=O)c1cc(-c2ccccc2)c(N2CCCCC2)s1	-3%	.	3	820	-1%	2%	.	.	.	18%
CC1CCC/C(=N\NC(=S)NCc2ccccc2)C1 (stereo unspecified)	5%	-5.1%	-4	805	1%	-4%	-3.2%	9%	4%	9%
COc1ccc(-c2cc(CCCC(=O)NCc3ccccn3)no2)cc1	-3%	-1.3%	.	.	1%	-2%	-1.1%	7%	-1%	1%
CS(=O)(=O)N(CC(=O)N1CCCC1)Cc1ccc(Cl)c(Cl)c1	-5%	.	-15	780	10%	8%	.	.	.	18%
Cc1ccc(/C=C/c2nc3sc(C(=O)O)c(C)c3c(=O)[nH]2)cc1[N+](=O)[O-]	13µM*	.	10	775	24%	36%	.	.	.	-11%
CC(CCc1ccccc1)NC(=O)CC(C)c1ccccc1 (stereo unspecified)	-6%	.	-9	839	-3%	15%	.	.	.	-16%
Cc1cc(C)c(S(=O)(=O)N2CCC(C(N)=O)CC2)cc1C	-10%	0.4%	-4	764	-6%	2%	-4.3%	-10%	3%	0%
